Compound activity as filed in PubChem.
MITF act – activators of MITF-driven TRPM1 promoter activity in SK-MEL-5 cells; SK-MEL-5 TRPM1-promoter luciferase, 24 h; % of positive control, neutral wells = 0; activation, % at 12.5 µM; 300,000 compounds, 0.75% hits; AID 588334;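 active means mean activation of at least 80% with every replicate also reaching 80%; inconclusive means mean reaches 80% but some replicate falls short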;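 further: 0% = neutral control wells and 100% = parthenolide positive control wells; values of inactives mirror those of a sister screen read the other way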
CDK5 p35 inh – blocks human CDK5/p35 kinase activity; 330,000 compounds, 0.01% hits; Recombinant CDK5/p35, ADP-Glo luminescence, 60 min; inhibition, % at 10 µM; AID 488839; Q00535+Q15078;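 active means highest replicate inhibition of at least 50% and at least 75% of replicates reaching 50%; inconclusive means only one of the two criteria met; inactive means both criteria failed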;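 further: plate controls were DMSO neutral control for no effect and GW8510 at 10 µM for full effect; many of its hits are not listed in these tables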
CAL PDZ FP-1 – inhibitors of human CAL PDZ peptide binding; Q9HD26; purified CAL PDZ, TMR-peptide fluorescence polarization, 1 h; inhibition, % at 20 µM; 330,000 compounds, 0.02% hits; AID 504414;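 active means highest replicate inhibition of at least 40%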;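 further: plate controls were DMSO neutral control wells for no effect and unlabeled competitor peptide control wells for full effect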
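Read-out basis: mP drop reported as inhibition | Assay system: Tagged CAL PDZ protein CerCALP, purified | Benchmarks: Unlabelled peptide for full inhibition, DMSO wells as neutral | Schedule: 1 h incubation at room temperature before polarization reading | Buffer or medium: Sodium phosphate/NaCl buffer pH 7.4 with TCEP, IgG, Thesit | Doses: Single point, 20 µM | Measured by: Fluorescence polarization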
CAL PDZ FP-2 – blocks peptide binding to the human CAL PDZ domain | Q9HD26 | 300,000 compounds, 0.92% hits | inhibition, % at 24.9 µM | AID 602252 | purified CAL PDZ, TMR-peptide fluorescence polarization, 1 h;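 active means mean inhibition of at least 30% with at least half of replicates also reaching 30%; inconclusive means no clear call, values can overlap the other calls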;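 further: 0% = DMSO neutral control and 100% = excess unlabeled competitor peptide PRC23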
Rtt109 Vps75 – blocks Candida albicans Rtt109/Vps75 acetyltransferase activity; 330,000 compounds, 0.16% hits; AID 540336; inhibition, % at 34.9 µM; purified Rtt109/Vps75, ThioGlo CoA-SH fluorescence, 4 h; Q5AAJ8;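 active means inhibition of at least 50% in every replicate; inconclusive means best replicate reaches 50% inhibition but some replicates fall short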
Target sequence (Q5AAJ8 whole entry, looked up): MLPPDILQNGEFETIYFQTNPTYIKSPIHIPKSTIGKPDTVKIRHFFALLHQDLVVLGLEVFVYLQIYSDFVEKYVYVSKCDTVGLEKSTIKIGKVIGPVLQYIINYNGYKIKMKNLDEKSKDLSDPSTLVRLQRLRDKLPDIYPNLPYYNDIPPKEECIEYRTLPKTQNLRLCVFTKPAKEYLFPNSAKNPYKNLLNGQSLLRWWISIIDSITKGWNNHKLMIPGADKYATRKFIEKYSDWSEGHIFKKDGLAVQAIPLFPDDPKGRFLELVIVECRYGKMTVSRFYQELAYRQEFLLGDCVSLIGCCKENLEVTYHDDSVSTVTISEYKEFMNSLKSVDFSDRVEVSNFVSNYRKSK
RTF Ca sens act – increases calcium sensitivity of human cardiac regulated thin filaments | activation, % at 7.2 µM | P19429+P45379 | IANBD-labeled TnC RTF fluorescence at EC20 calcium; 0% EC20 calcium, 100% full calcium | 340,000 compounds, 0.24% hits;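 active means activation above the mean over all tested compounds plus 3 SD, cut at about 30% in these data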;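 further: rise in fluorescence read as greater calcium sensitivity of cardiac thin filaments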
Wnt bcat act – activates Wnt/beta-catenin signaling in a reporter cell assay. 300,000 compounds, 1.2% hits. AID 743398. activation, % at 9.35 µM. activator, plate reader; in the data active means activation above about 30%, passing the limit was not always enough; inconclusive means no clear call, values can overlap the other calls;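 further: 0% = neutral control wells and 100% = positive control wells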
Tat export inh – E. coli Tat transport inhibition; inhibition, % at 10 µM; 340,000 compounds, 0.036% hits; E. coli MC4100 TorA-mCherry Tat export, fluorescence; AID 488895;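 active means mean replicate inhibition at least 50% and at least half of replicates individually reaching 50%; inconclusive means only one of the two criteria met; inactive means neither criterion met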;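 further: exported cargo escapes ClpAP degradation while cytoplasmic cargo is degraded and loses fluorescence; 0% = median of neutral control wells and 100% = median of NaSCN control wells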
dFosB activator – activators of mouse delta FosB homodimer | P13346 | purified delta FosB, TAMRA-CDK5 oligo fluorescence polarization; percent of positive-control signal above neutral wells | activation, % at 25 µM | 340,000 compounds, 0.99% hits;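 active means mean activation above about 17%, with every replicate also reaching it, limit read from the data, passing the limit was not always enough; inconclusive means only one of the two conditions met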;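 further: fluorescence polarization rise as delta FosB binds a TAMRA Cdk5 AP-1 oligo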
Target sequence (P13346 whole entry, looked up): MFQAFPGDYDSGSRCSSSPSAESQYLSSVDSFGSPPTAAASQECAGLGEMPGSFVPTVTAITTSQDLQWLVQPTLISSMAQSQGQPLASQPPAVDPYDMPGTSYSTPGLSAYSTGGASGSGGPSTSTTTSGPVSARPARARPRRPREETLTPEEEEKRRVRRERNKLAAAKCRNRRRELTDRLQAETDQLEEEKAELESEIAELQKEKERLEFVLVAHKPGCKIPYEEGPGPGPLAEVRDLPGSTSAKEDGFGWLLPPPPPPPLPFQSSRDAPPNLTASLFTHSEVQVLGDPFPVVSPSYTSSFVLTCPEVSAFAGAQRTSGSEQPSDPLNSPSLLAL
V-ATPase pH – alters yeast V-ATPase proton transport. S. cerevisiae, pHLuorin cytosolic pH fluorescence. response, % at 10 µM. 350,000 compounds, 0.37% hits. AID 504577; in the data active means response mostly above about 7.3%, no sharp cut-off; inactive means mostly below about 5.4%; further: actives read high; inactives centre near 0; some compounds called inactive have numbers as strong as hits
* hit, by the source's call; u = inconclusive; x = not tested or not shown.

SMILES	MITF act	CDK5 p35 inh	CAL PDZ FP-1	CAL PDZ FP-2	Rtt109 Vps75	RTF Ca sens act	Wnt bcat act	Tat export inh	dFosB activator	V-ATPase pH
COc1ccc(S(=O)(=O)N2CCCC2CNC(=O)C(=O)NCc2ccco2)cc1 (stereo not given)	-4.8	0.0	0.1	x	-8.1	-8.7	-1.5	-7.8	-3.0	0.7
CC(C)CNS(=O)(=O)c1ccc(CCC(=O)NCC2CCCO2)cc1 (stereo not given)	x	-4.1	-0.9	x	-3.8	1.7	x	-3.8	-1.0	5.4
COCC(C)N1C(=O)Cc2c1nc(N)c1c(N)nc(N3CCN(c4ccccc4F)CC3)c(C#N)c21 (stereo not given)	-26.3	-7.9	-0.3	0.6	2.8	3.9	x	1.5	-3.9	-2.7
c1ccc2c(c1)nc1n2CN(Cc2ccc3c(c2)OCO3)CN1	x	-0.3	-1.6	-1.6	7.3	-0.3	x	-2.0	-2.8	-3.0
O=C(C1CC(=O)N(C2CCCC2)C1)N1CCN(c2cccc(Cl)c2)CC1 (stereo not given)	13.0	0.0	-3.9	0.1	1.9	-2.9	-1.0	5.6	-12.6	-3.2
Cc1sc(NC(=O)c2ccco2)nc1-c1ccc2c(c1)CC(C)N2C(=O)C1CC1 (stereo not given)	-16.3	0.0	-0.8	-5.1	7.5	-0.8	1.8	5.6	-8.5	-0.1
CCn1c(SCCN2CCCCC2)nc2c1c(=O)n(C)c(=O)n2C	x	-0.8	-0.7	1.9	-5.3	-2.5	3.3	-2.7	-0.8	9.2
O=C(Cc1ccccc1)N/N=C/c1cc(Br)cs1	20.6	-1.1	-0.7	x	-0.7	2.5	4.2	4.1	-5.2	2.6
CC(=O)c1cccc(S(=O)(=O)NC(C)C2CC3CCC2C3)c1 (stereo not given)	-5.4	0.5	-3.5	-0.9	-5.8	-1.2	-2.0	15.4	-3.2	2.5
C=CCNC(=O)COC(=O)c1ccc(C)c(NC(=O)c2ccco2)c1	-3.1	0.5	-0.9	x	-2.5	0.8	-0.8	0.4	1.0	7.9
Cc1cc(C)n(S(=O)(=O)c2ccc3oc(=O)ccc3c2)n1	-0.9	1.7	-1.5	-1.2	15.2	-1.6	-0.1	-7.0	-3.9	-1.1
CCC(C)Sc1ccc(-c2nc3cnccn3c2NC2CCCCC2)cc1 (stereo not given)	8.5	0.0	-0.6	-1.7	-21.3	10.1	-7.1	2.7	0.2	-1.8
O=C(O)c1cc(NC(=O)c2cccc(N3C(=O)c4ccccc4C3=O)c2)cc(C(=O)O)c1	-7.8	0.2	0.0	0.8	-2.0	2.5	-2.1	3.4	0.9	-7.2
CC(=O)Nc1nc(=S)ss1	-3.8	-0.3	-0.9	0.5	-7.8	1.1	x	-7.6	0.1	-1.0
CN(C)c1ccc(NC(=O)CSc2nnc(-c3ccco3)c(-c3ccco3)n2)cc1	2.4	-0.1	-1.2	-2.6	20.2	-1.0	-1.3	0.7	-6.7	-5.4
O=C1C(C=NCCCN2CCCC2=O)=C(O)c2ccccc21	36.2	1.6	-0.4	x	2.6	6.0	x	-0.5	0.8	1.6
O=C(CCc1ccc(S(=O)(=O)N2CCOCC2)cc1)N1CCc2ccccc2C1	-3.7	3.5	0.8	-0.6	-3.7	-2.4	-1.7	-1.6	-3.5	-1.8
Cc1ccccc1NC(=O)C1CC(=O)n2ncnc2N1 (stereo not given)	5.2	-0.8	-0.7	-8.5	-4.3	-4.8	-0.4	-3.3	-1.1	3.8
COc1ccccc1N1CCN(C(=O)CSc2nc(-c3ccccc3)cc(=O)[nH]2)CC1	x	0.0	-1.7	-2.6	-7.0	-1.6	-2.7	-1.1	-9.4	2.6
CCOc1cc(CNCc2ccncc2)cc(Br)c1OCc1ccccc1F	0.4	0.3	-1.5	-2.2	27.0	8.2	x	0.8	-12.7	-1.4

The list goes on, starting with the last seven of the part before.
SMILES	MITF act	CDK5 p35 inh	CAL PDZ FP-1	CAL PDZ FP-2	Rtt109 Vps75	RTF Ca sens act	Wnt bcat act	Tat export inh	dFosB activator	V-ATPase pH
CC(=O)Nc1nc(=S)ss1	-3.8	-0.3	-0.9	0.5	-7.8	1.1	x	-7.6	0.1	-1.0
CN(C)c1ccc(NC(=O)CSc2nnc(-c3ccco3)c(-c3ccco3)n2)cc1	2.4	-0.1	-1.2	-2.6	20.2	-1.0	-1.3	0.7	-6.7	-5.4
O=C1C(C=NCCCN2CCCC2=O)=C(O)c2ccccc21	36.2	1.6	-0.4	x	2.6	6.0	x	-0.5	0.8	1.6
O=C(CCc1ccc(S(=O)(=O)N2CCOCC2)cc1)N1CCc2ccccc2C1	-3.7	3.5	0.8	-0.6	-3.7	-2.4	-1.7	-1.6	-3.5	-1.8
Cc1ccccc1NC(=O)C1CC(=O)n2ncnc2N1 (stereo not given)	5.2	-0.8	-0.7	-8.5	-4.3	-4.8	-0.4	-3.3	-1.1	3.8
COc1ccccc1N1CCN(C(=O)CSc2nc(-c3ccccc3)cc(=O)[nH]2)CC1	x	0.0	-1.7	-2.6	-7.0	-1.6	-2.7	-1.1	-9.4	2.6
CCOc1cc(CNCc2ccncc2)cc(Br)c1OCc1ccccc1F	0.4	0.3	-1.5	-2.2	27.0	8.2	x	0.8	-12.7	-1.4
O=C(c1nnc(-c2ccccc2)o1)C1CC1	10.0	0.0	-0.7	-4.7	8.3	3.6	7.7	1.0	-5.8	1.9
CCc1ccc(C(=O)NNC(=O)C2CC(=O)N(c3ccc4c(c3)OCCO4)C2)cc1 (stereo not given)	3.8	0.8	-0.6	0.0	10.6	0.5	-0.7	-6.3	-7.6	-3.4
O=C(c1ccc(-n2cncn2)c([N+](=O)[O-])c1)N1CCN(S(=O)(=O)c2c(F)cccc2F)CC1	-0.4	-0.8	-2.3	-4.1	-1.0	-0.9	-1.8	-0.8	-5.7	3.4
CSC1=N/C(=C\c2ccccc2)C(=O)N1C	6.0	-0.1	0.7	0.8	7.4	-3.6	0.4	-0.5	2.5	0.6
O=C(C1CCN(C2CCN(CC3CC=CCC3)CC2)CC1)N1CCOCC1 (stereo not given)	3.0	-1.2	-1.1	-0.4	-2.9	-0.6	-1.4	-2.2	1.5	1.0
COc1ccc(N2CCN(C(=S)Nc3cccc(OC)c3)CC2)cc1	x	-1.1	0.3	-7.6	1.2	-11.8	-1.0	-7.1	5.4	-0.4
CCCCC(=O)Nc1nn(C)c2nc3c(C)cccc3cc12	x	-0.7	0.9	x	-11.1	5.5	x	9.6	-4.5	-4.2
Nc1cc(-c2ccccc2)nn1S(=O)(=O)c1ccc(Br)cc1	x	-2.0	-1.2	-6.6	-4.6	2.0	1.2	-0.6	-4.6	-0.4
Cc1ccc(-n2c(=O)[nH]c3c(C(N)=O)nc(CC(C)C)nc32)cc1	-2.1	0.7	-0.2	-1.7	-3.3	-2.7	x	1.6	-3.1	-1.6
O=C(NCC1CCN(Cc2cccc(Cl)c2)CC1)Nc1ccccc1Cl	5.3	1.1	-1.7	3.0	-8.3	-6.2	0.3	7.8	-6.1	-0.7
CCOc1ccccc1NC(=O)C1=C(C)NC(=S)NC1c1cccs1 (stereo not given)	23.0	0.6	-1.0	0.6	7.0	-3.0	2.8	-0.2	-5.9	2.8
O=S(=O)(Nc1cccc2c1CCCC2)c1cccc(C(F)(F)F)c1	13.6	0.5	-0.4	-1.2	-2.1	0.1	-10.2	11.2	-2.6	1.9
O=C(CCS(=O)(=O)c1cccc2nsnc12)NCc1ccccc1	x	0.0	-2.3	-0.3	-4.3	12.6	-0.2	2.8	1.0	-0.7
O=C(c1ccco1)N1CCN(C(=O)c2cc3cc([N+](=O)[O-])ccc3oc2=O)CC1	-1.3	-2.0	-0.1	-0.2	-2.1	0.3	-0.6	-2.6	-4.4	3.2
CN1CCN(C(=O)c2cc(Cl)ccc2Cl)CC1	-7.8	0.1	-0.1	0.1	-6.9	0.4	x	2.8	4.5	-0.3
O=C(Cc1ccc(Cl)cc1)Nc1cccc(S(=O)(=O)Nc2ccccc2F)c1	-5.2	-0.4	-2.8	1.2	4.7	5.7	x	-8.9	-6.4	2.1
O=C(COc1cccc2ccccc12)NNC(=O)c1cccs1	-19.1	-0.5	0.3	-5.5	-3.6	-5.2	x	3.7	-1.2	0.8
CN(CC(=O)NCc1ccccc1)S(=O)(=O)c1ccc2c(c1)CCC(=O)N2	15.6	0.3	-3.1	-1.5	-5.1	2.9	-0.9	6.4	-7.6	-5.0
CCC1CCCCN1C(=O)CCCOc1ccccc1 (stereo not given)	50.2	-0.6	-0.3	-1.2	10.1	0.8	x	0.1	0.2	1.0
CCOc1cc(NS(=O)(=O)c2ccccc2)c(OCC)cc1NC(=O)c1ccco1	x	-2.3	0.4	-1.3	15.8	0.7	x	8.9	-10.2	-0.4
CCOc1ccccc1N1CCN(C(=O)c2cc(-c3cc(OC)ccc3OC)nc3ccccc23)CC1	5.6	-1.2	-1.1	-2.0	13.4	-6.0	1.5	3.4	-11.8	-2.4
CCN1CCCC1CNCc1ccc(OCc2ccc(Cl)nc2)c(OC)c1 (stereo not given)	x	-1.3	0.2	-8.1	-6.6	-5.8	-0.7	-1.5	-2.8	0.8
O=C1CSC(=Nc2cccc(Cl)c2Cl)N1Cc1cccnc1	-5.3	0.1	-0.2	-6.7	-11.2	7.7	-0.3	0.1	-13.7	3.2
Clc1ccc2nc(CSc3ncn[nH]3)cn2c1	12.1	-0.3	-0.8	-4.4	1.6	1.1	-2.7	-2.2	-8.0	4.4
CC(C)Oc1cccc(OCCN2C(=O)c3ccccc3C2=O)c1	40.0	0.7	0.2	3.0	-9.9	-0.6	0.7	2.0	-3.1	-1.3
NC(=O)Cn1c(-c2nonc2N)nc2ccccc21	-1.4	-1.4	-0.7	x	-41.2	-9.1	0.7	u	-4.2	2.4
C[C@H](CO)N1C[C@H](C)[C@@H](CN(C)Cc2ccc3c(c2)OCO3)Oc2c(NC(=O)C3CC3)cccc2C1=O	-1.0	0.3	-0.9	-1.3	15.9	-1.5	x	-13.6	-7.3	1.5

Results in CAL PDZ FP-2, Tat export inh and Wnt bcat act (2 entries from above):
smiles	CAL PDZ FP-2	Tat export inh	Wnt bcat act
O=C(CCc1ccc(S(=O)(=O)N2CCOCC2)cc1)N1CCc2ccccc2C1	-0.6	-1.6	-1.7
Cc1cc(C)n(S(=O)(=O)c2ccc3oc(=O)ccc3c2)n1	-1.2	-7.0	-0.1

Compounds as they come; about 4.1% have a hit in one of these screens.
